Screens (PubChem)
D2 PAM = positively modulates the human D2 dopamine receptor allosterically. HEK293 T-REx D2, calcium flux, EC20 dopamine potentiation. potentiation, % at 10 µM. 340,000 tested, 0.34% active. AID 485347;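 active = potentiation over 3 SD above the plate norm, cut at about 30% in these data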; note: 0% is about no effect
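Potentiation of an EC20 dopamine calcium response is measured in a force-coupled, tetracycline-inducible Hek293 Trex D2 line. Compound-only kinetic reads over 180 s flag agonists before dopamine addition.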
GRP78 ERSR act = inducers of ER stress response in human glioma cells | U87-MG GRP78 promoter luciferase reporter, 16 h | 420,000 tested, 0.02% active | AID 602332 | Potency, µM, for inactives: at the top dose activation, most hits filed as activators; note: potency is the fitted concentration of half-maximal effect; series mostly up to about 76 µM; % of control where 0% means no effect; nearly all actives have a fitted effect of over 35% in size
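Stably transfected U87-MG human glioma cells carrying a GRP78-based luminescent sensor were seeded at 1000 cells/well, pin-dosed with compounds and incubated 16 h. Luciferase reagent was then added, and end-point luminescence was read after 10 min at room temperature.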
Vif-A3G inh = inhibitors of Vif-APOBEC3G interaction. Q9HC16. HeLa A3G-eYFP + Vif (tagged APOBEC3G with the HIV-1 protein that degrades it), YFP fluorescence, overnight. Potency, µM (highest dose often 46.1 µM), inactives show at the top dose activity, negative = active, usual class: inhibitors. 410,000 tested, 0.076% active. AID 602310;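 note: potency is the fitted concentration of half-maximal effect; % is set by controls: 0 for no effect and ±100 for the full control effect; nearly all actives have a fitted effect of over 60% in size; hits raise eYFP signal because A3G escapes Vif-driven loss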
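Read-out is eYFP fluorescence (Ex 488/Em 500-530) from Vif-expressing HeLa A3G-eYFP cells; more signal means A3G escaped Vif-mediated degradation. Cells plated overnight, compound pinned in, incubated overnight at 37 deg C.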
RXFP1 ag = agonists of human relaxin receptor RXFP1; HEK293T-RXFP1 cAMP TR-FRET, 30 min; response scale: percent of porcine relaxin response, buffer zero; Potency, µM (highest dose often 57.5 µM), for inactives: at the top dose activation, usual class: activators; 370,000 tested, 0.3% active; AID 2676; note: potency is the fitted concentration of half-maximal effect; % is set by controls: 0 for no effect and ±100 for the full control effect; nearly all actives have a fitted effect of over 60% in size; many of its hits are not listed in these tables
Target sequence (Q9HBX9 whole entry, looked up): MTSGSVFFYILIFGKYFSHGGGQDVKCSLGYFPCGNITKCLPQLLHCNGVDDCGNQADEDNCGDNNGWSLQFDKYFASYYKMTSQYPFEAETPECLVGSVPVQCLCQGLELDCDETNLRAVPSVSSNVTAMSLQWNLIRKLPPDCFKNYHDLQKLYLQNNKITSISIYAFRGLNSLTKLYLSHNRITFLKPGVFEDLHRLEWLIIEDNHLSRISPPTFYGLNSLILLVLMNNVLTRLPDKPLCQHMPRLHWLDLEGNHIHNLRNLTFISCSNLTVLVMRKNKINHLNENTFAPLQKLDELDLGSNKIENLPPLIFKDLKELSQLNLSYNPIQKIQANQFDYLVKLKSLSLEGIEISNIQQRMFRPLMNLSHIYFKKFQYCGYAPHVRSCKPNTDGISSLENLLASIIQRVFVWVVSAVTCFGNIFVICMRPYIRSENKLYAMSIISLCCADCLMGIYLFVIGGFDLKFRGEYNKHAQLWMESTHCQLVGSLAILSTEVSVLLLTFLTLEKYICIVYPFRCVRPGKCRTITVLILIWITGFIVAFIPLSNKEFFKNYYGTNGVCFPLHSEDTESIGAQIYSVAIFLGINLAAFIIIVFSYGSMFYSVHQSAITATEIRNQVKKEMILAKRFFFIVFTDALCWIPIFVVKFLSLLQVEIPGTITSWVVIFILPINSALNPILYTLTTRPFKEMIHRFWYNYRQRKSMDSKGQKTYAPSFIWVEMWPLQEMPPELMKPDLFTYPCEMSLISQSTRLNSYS
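HEK293 cells stably expressing RXFP1, treated 30 min at 37C with compounds plus PDE4 inhibitor Ro 20174; cAMP measured by HTRF TR-FRET. Normalized to buffer and 29 nM porcine relaxin; EC50 by Hill fit.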
D1 agonist = human D1 receptor agonism. P21728. HEK293 T-REx D1 cells, calcium flux, agonist mode. activation, % at 2 µM. 360,000 tested, 1% active. AID 504660; in the data active = activation above about 30%; note: 0% is about no effect
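Inducible HEK293 T-REx D1 cells, force-coupled to calcium signalling, were plated at 4000 cells/well with tetracycline and held overnight at 30 C. After no-wash calcium dye loading, compound-evoked calcium rise over 180 s flagged agonists.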
D1 antag = blocks dopamine activation of the human D1 receptor. activity change, negative = inhibition, % at 10 µM. 360,000 tested, 3.2% active. HEK293 TREx D1 cells, calcium flux, dopamine EC80; hits give low values. AID 504652. P21728; in the data active = activity change below about -30%; note: % is set by controls: 0 for no effect and ±100 for the full control effect
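Kinetic fluorescence of a calcium dye serves as the read-out. D1-expressing Hek293 Trex cells, induced overnight at 30 C, are exposed to compound for 180 s before an EC80 dopamine addition, then read 180 s further.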
RXFP1 antag = antagonists of human relaxin receptor RXFP1; AID 1259400; activity change, negative = inhibition, % at 57.5 µM; HEK293-RXFP1, relaxin-stimulated cAMP HTRF, 30 min; hits give low values; Q9HBX9; 350,000 tested, 0.59% active;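 active = activity change of -60% or lower, but not beyond a set lower limit; inconclusive = change between -60% and -40%, or beyond the set limit; inactive = change above -40%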; note: % is set by controls: 0 for no effect and ±100 for the full control effect
Vif-APOBEC3F blk = Vif-A3F binding inhibition; AID 602313; Potency, µM (series often up to 46.1 µM), for the others: at the highest dose activity, negative = active; 390,000 tested, 0.2% active; HeLa A3F-eYFP + Vif (tagged APOBEC3F with the HIV-1 protein that degrades it), YFP fluorescence increase; note: potency is the fitted concentration of half-maximal effect; % of control where 0% means no effect; nearly all actives have a fitted effect of over 65% in size
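HeLa cells stably expressing Vif plus C-terminally eYFP-tagged A3F were seeded, incubated overnight at 37 deg C, dosed with compound, incubated overnight again at 37 deg C. Yellow fluorescence (Ex 488/Em 500-530) reported blocked Vif-mediated A3F-eYFP degradation.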
D1 PAM = enhances dopamine response at the human D1 receptor. AID 504651. 360,000 tested, 0.036% active. HEK293 TREx D1 cells, calcium flux, dopamine EC20 potentiation. potentiation, % at 10 µM. P21728; in the data active = potentiation above about 30%; note: 0% is about no effect
* = called active by the depositor; ? = inconclusive; / = not tested or not shown; & = joins results of further samples. Unless noted, calls come from the whole dose curve; as a rule, active = well fitted curve in the direction sought with a large enough effect; inconclusive = small, poorly fitted or top-dose-only effect, or another doubt; inactive = no such curve, though single readings can be large; an effect the other way counts as inactive or inconclusive. Not all compounds are listed; count on the stated rates, not on these rows.

nr	smiles	D2 PAM	GRP78 ERSR act	Vif-A3G inh	RXFP1 ag	D1 agonist
1	CCN(CC)CCCN1C=C2C(=O)C(C)(OC(=O)C3CCCC3)C(=O)C=C2C=C1c1ccsc1 (configuration not stated)	/	-2%	1%	0.0%	3
2	Cc1ccc2c(Cl)cc(Cl)c(OCC(=O)NCCc3ccccn3)c2n1	3	-2%	0%	3.2%	0
3	CCOc1ncccc1C(=O)OCC(=O)N1CCN(S(=O)(=O)c2ccc(Cl)cc2)CC1	-6	-3%	-3%	2.3%	0
4	Cc1cc(C)n(C(CC(=O)N2CCc3ccccc3C2)C(=O)O)n1 (configuration not stated)	6	0%	-1%	2.2%	0
5	CCCCc1ccc(NC(=O)CSc2nc(=O)n(CCCN3CCOCC3)c3c2CCC3)cc1	4	-3%	-9%	-0.9%	21
6	O=C(COc1ccc2ccccc2c1)Nc1nnc(-c2ccco2)s1	-13	2%	3%	1.4%	4
7	CCSc1nc2n(n1)C(c1ccc(C(=O)O)cc1)C(C(=O)Nc1ccccc1C)=C(C)N2 (configuration not stated)	9	-5%	1%	4.3%	1
8	FC(F)(F)c1nc2nc(Cl)c(Cl)nc2n1CCCN1CCOCC1	/	-3%	3%	/	/
9	COc1ccc(/C=N/NC(=O)c2ccc(OC)c(OC)c2)cc1COc1c(F)c(F)c(F)c(F)c1F	1	-3%	-1%	-5.2%	5
10	CCN(CC(=O)Nc1ccccc1C(F)(F)F)C(=O)/C=C/c1ccc(Cl)c([N+](=O)[O-])c1	-9	-2%	1%	0.5%	1
11	Cc1coc2c(C)c3oc(=O)c(CCC(=O)N4CCC(C(=O)NCCCC(=O)O)(c5ccccc5)CC4)c(C)c3cc12	41*	-5%	6%	1.0%	1
12	COc1ccccc1NC(=O)CSc1nnc(Cn2nnc(-c3ccccc3)n2)n1-c1ccccc1	4	-2%	2%	-0.1%	6
13	COc1cccc(OC)c1C(=O)Nc1nc(-c2ccccc2)cs1	1	-1%	-8%	3.0%	2
14	CC1(C)Cc2cccc(OCC(=O)OCC(=O)Nc3cccc(S(N)(=O)=O)c3)c2O1	1	-1%	1%	-3.6%	2
15	CCOc1ccc(C(=O)Nc2ccc3nc4c(c(Nc5ccccc5OC)c3c2)CCCC4)cc1	-5	-8%	-16%	-0.3%	-2

nr	D1 antag	RXFP1 antag	Vif-APOBEC3F blk	D1 PAM
1	47	/	-2%	1
2	-12	-4	7%	2
3	-8	-11	1%	-2
4	6	12	3%	-5
5	-15	-9	9%	1
6	-9	-39	3%	-6
7	8	-2	0%	-1
8	/	2	2%	/
9	-15	-5	1%	-2
10	11	-4	2%	-6
11	1	-12	-2%	1
12	-13	-12	/	7
13	10	-8	1%	1
14	-8	3	10%	1
15	-7	?	?	-2

Next part; it opens with the two that closed the last part.
nr	smiles	D2 PAM	GRP78 ERSR act	Vif-A3G inh	RXFP1 ag	D1 agonist
14	CC1(C)Cc2cccc(OCC(=O)OCC(=O)Nc3cccc(S(N)(=O)=O)c3)c2O1	1	-1%	1%	-3.6%	2
15	CCOc1ccc(C(=O)Nc2ccc3nc4c(c(Nc5ccccc5OC)c3c2)CCCC4)cc1	-5	-8%	-16%	-0.3%	-2
16	CCn1c(O)c(N=NC2=NC(=O)CS2)c2cc(C)ccc21	5	-6%	-8%	0.4%	15
17	CCOc1ccc(S(=O)(=O)NN)cc1	4	-5%	0%	1.2%	-2
18	CC(O)CNc1cc(N)c([N+](=O)[O-])cc1[N+](=O)[O-] (configuration not stated)	6	0%	-5%	-0.8%	5
19	CC(=O)Nc1ccc(S(=O)(=O)NCC2CC3CCC2C3)cc1 (configuration not stated)	/	-4%	-10%	/	/
20	O=C(CSc1nnc(-c2ccncc2)o1)N1CCc2ccccc2C1	-1	-1%	-2%	8.6%	2
21	CCOc1ccc(CNC(=O)C2CCN(S(=O)(=O)N3CCCCC3)CC2)cc1	6	0%	-1%	-0.2%	-4
22	CCN(CC)CCC(c1ccc(OC)cc1)c1c(O)cc(OC)cc1OC (configuration not stated)	-1	-5%&-3%	2%&2%	-0.1%	8
23	O=C(NN=Cc1ccc2c(c1)CCC2)c1ccccc1O	/	-5%	-5%	/	/
24	Cc1ccc(CCNC(=O)c2ccc3c(c2)N(Cc2cccc(C)c2)C(=O)c2ccccc2S3(=O)=O)cc1	12	6%	-2%	-3.2%	4
25	Cc1ccc(C(=O)CCNc2ccccc2)o1	-7	-14%	2%	-0.1%	1
26	Cc1ccc(NC(=O)CC2COc3ccccc3O2)cc1 (configuration not stated)	-4	-2%	0%	4.2%	0
27	COc1ccc(/C=N/Nc2nc(=O)[nH]nc2C)cc1OC	-3	-2%	-5%	8.6%	1
28	Cc1ccccc1NC(=O)c1ccc(CN2CC(=O)N3CCCCC3C2=O)cc1 (configuration not stated)	/	-5%	-2%	0.7%	2
29	C#CCOC(=O)Nc1ccc(OCC(F)(F)F)nc1	-10	-2%	-7%	-0.1%	3
30	O=C(/C=C1\NC2(CCCC2)Cc2ccccc21)C(=O)N/N=C/c1ccccc1O	7	-1%	-1%	-3.3%	1

nr	D1 antag	RXFP1 antag	Vif-APOBEC3F blk	D1 PAM
14	-8	3	10%	1
15	-7	?	?	-2
16	50	-4	-3%	3
17	-7	-11	0%	-5
18	-16	3	0%	0
19	/	10	-1%	/
20	4	-8	4%	0
21	-7	7	17%	0
22	-32*	/	-2%	-10
23	/	-10	2%	/
24	-11	/	-3%	-4
25	4	-2	-3%	-3
26	-16	-7	0%	-7
27	4	-9	-4%	-8
28	-37*	-3	0%	-2
29	-5	-5	?	-7
30	-11	?	?	3

Overlap with the part before: three compounds; new compounds follow.
nr	smiles	D2 PAM	GRP78 ERSR act	Vif-A3G inh	RXFP1 ag	D1 agonist
28	Cc1ccccc1NC(=O)c1ccc(CN2CC(=O)N3CCCCC3C2=O)cc1 (configuration not stated)	/	-5%	-2%	0.7%	2
29	C#CCOC(=O)Nc1ccc(OCC(F)(F)F)nc1	-10	-2%	-7%	-0.1%	3
30	O=C(/C=C1\NC2(CCCC2)Cc2ccccc21)C(=O)N/N=C/c1ccccc1O	7	-1%	-1%	-3.3%	1
31	Cc1cccc(Cn2c(CN3CCCC(C)C3)nc3c2c(=O)n(C)c(=O)n3C)c1 (configuration not stated)	-12	-3%	2%	3.0%	1
32	O=C(NCCOc1ccccc1)c1ncn[nH]1	-7	-1%	2%	0.9%	-1
33	O=C(O)c1ccc(OC(F)(F)C(F)C(F)(F)F)cc1 (configuration not stated)	/	-1%	3%	0.4%	1
34	Nc1ncnc2c1ncn2CCOc1ccccc1	4	2%	-3%	1.4%	-1
35	CCC1Oc2ccc(C)cc2N(CC(=O)NCc2cc(OC)ccc2OC)C1=O (configuration not stated)	-17	-3%	0%	1.4%	-3
36	C/C=C/c1ccc(OCCCCN(C)Cc2ccccc2)c(OC)c1	-2	3%	5%	-1.1%	3
37	COc1ccc(CN(C(=O)CSc2nnc(-c3ccc(OC)c(OC)c3)o2)c2ccc(F)cc2)cc1	-5	0%	2%	2.9%	1
38	Cn1cc(S(=O)(=O)N2CCOCC2)cc1C(=O)NCc1ccc(Cl)cc1	/	-3%	0%	3.6%	1
39	CN(C)S(=O)(=O)NC(c1ccccc1)c1ccccc1	/	-2%	0%	-0.6%	-2
40	COc1ccc(OC)c(S(=O)(=O)NCc2cc(-c3ccccc3)no2)c1	-3	-3%	-1%	-0.7%	1
41	Cc1cc(C(=O)NCCc2ccc(Cl)cc2)c2c(C)nn(-c3ccccc3)c2n1	4	-4%	2%	1.4%	2
42	CC(=O)NNC(=O)CCn1nnc2ccccc21	12	-3%	1%	1.2%	0
43	O=C1C=C(c2ccc3ncccc3c2)C[C@@H](c2ccc3c(c2)OCO3)C1	4	-3%	-8%	-0.1%	8
44	Cc1nnc(NNS(=O)(=O)c2ccc(Cl)cc2)[nH]c1=O	-3	-2%	-5%	2.4%	3
45	O=C1/C(=C/c2cccc([N+](=O)[O-])c2)Oc2cc(O)ccc21	12	7%	3%	-1.6%	20

nr	D1 antag	RXFP1 antag	Vif-APOBEC3F blk	D1 PAM
28	-37*	-3	0%	-2
29	-5	-5	?	-7
30	-11	?	?	3
31	-7	-8	2%	0
32	-10	-5	4%	-4
33	7	-4	2%	-1
34	-12	2	1%	-1
35	-7	5	-6%	6
36	-5	-8	-1%	-9
37	6	7	-3%	-2
38	-3	0	1%	-3
39	5	0	0%	2
40	-2	2	0%	-4
41	-2	/	0%	2
42	11	-2	6%	-6
43	-3	/	0%	-5
44	31	3	14%	-3
45	-30	-2	-3%	-1

The results go on:
nr	smiles	D2 PAM	GRP78 ERSR act	Vif-A3G inh	RXFP1 ag	D1 agonist
46	CCCCCCC#Cc1ccc2c(c1)COc1c3ccccc3nn1-2	0	10%	0%	10%	3
47	Cc1nnc(N2CCN(c3cccc(Cl)c3)CC2)c2c1nnn2Cc1ccc(F)cc1	2	-2%	0%	5.2%	3
48	Cc1ccc(C)c(NC(=O)c2ccc(S(=O)(=O)C(F)F)cc2)c1	-9	-3%	-2%	0.3%	1
49	Cc1ccc(S(=O)(=O)Nc2cccc(Cl)c2)cc1NC(=O)c1cccnc1	11	-1%	1%	0.2%	6
50	COc1ccc(CNC(=O)c2ccc(N3CCCC3=O)cc2)cc1	-6	6%	0%	2.1%	2
51	COc1ccc(OC)c(C(Nc2ccccc2)P(=O)(OC(C)C)OC(C)C)c1 (configuration not stated)	-25	-3%	-5%	-0.8%	1

nr	D1 antag	RXFP1 antag	Vif-APOBEC3F blk	D1 PAM
46	29	/	2%	0
47	-1	-13	-4%	-3
48	-4	3	5%	-5
49	-20	6	9%	5
50	10	3	-1%	-3
51	7	-12	-10%	0
